# G9a inh: G9a (human) methyltransferase inhibition; Q96KQ7; G9a H3K9 monomethylation, AlphaScreen, 2 h; Potency, µM (series often up to 102 µM), inactives show at the highest dose activity, negative = inhibition, hits mostly inhibitors; hit rate 8.8% among 350,000; also: % is scaled to controls: 0 for no effect and ±100 for the full control effect; nearly all actives have a fitted effect of over 75% in size
#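 Quantitative HTS format: methyltransferase activity on a biotin-tagged H3K9 peptide is measured by AlphaScreen, using a rabbit anti-monomethyl-H3K9 antibody with streptavidin donor and anti-IgG acceptor beads. Final levels are 20 nM enzyme, 500 nM peptide, 20 uM SAM; 2 h RT.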
# APE1 inh: blocks human APE1 abasic DNA cleavage; P27695; Potency, µM (series often up to 65.8 µM), for inactives: at the highest dose activity change, negative = inhibition, usual class: inhibitors; hit rate 0.35% among 350,000; AID 2517; recombinant APE1, TAMRA/BHQ-2 abasic DNA cleavage fluorescence;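 also: plate controls were vehicle for no effect and reference inhibitor for full effect; nearly all actives have a fitted effect of over 55% in size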
# Target sequence (P27695 whole entry, looked up): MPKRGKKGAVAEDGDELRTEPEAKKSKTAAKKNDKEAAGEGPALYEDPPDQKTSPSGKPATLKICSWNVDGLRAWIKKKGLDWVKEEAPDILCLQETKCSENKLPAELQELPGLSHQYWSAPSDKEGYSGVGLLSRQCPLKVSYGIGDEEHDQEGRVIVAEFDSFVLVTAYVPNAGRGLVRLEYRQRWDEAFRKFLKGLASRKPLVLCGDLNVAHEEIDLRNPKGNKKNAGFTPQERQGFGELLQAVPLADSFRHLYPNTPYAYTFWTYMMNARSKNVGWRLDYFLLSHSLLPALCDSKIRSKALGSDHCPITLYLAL
#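 Step 1: APE1 (0.75 nM) with compound, 15 min RT. Step 2: add 50 nM fluorophore/quencher THF duplex. Step 3: three fluorescence reads 60 s apart (525/598 nm); read 3 minus read 1 = reaction progress.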
# POLB inh: blocks human DNA polymerase beta activity. hit rate 1.3% among 340,000. P06746. Pol beta primer extension/strand displacement, fluorescence kinetic. AID 485314. Potency, µM (titrated, usually from 114 µM), for inactives: at the top dose activity change, negative = inhibition, hits mostly inhibitors; also: % is scaled to controls: 0 for no effect and ±100 for the full control effect
#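 Values derive from four-parameter Hill fits of normalized kinetic data: reads at 0 and 10 min following addition of 50 nM substrate to 10 nM Pol beta preincubated 15 min with compound.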
# BLM helicase inh: inhibitors of human Bloom syndrome helicase BLM; P54132; recombinant BLM DNA unwinding, fluorescence dequenching; Potency, µM (series often up to 56.1 µM), without a hit: at the highest dose activity change, negative = inhibition, most hits filed as inhibitors; hit rate 0.2% among 350,000;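 also: plate controls were vehicle for no effect and no enzyme for full effect; nearly all actives have a fitted effect of over 35% in size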
# Anesthetic bind: candidate novel general anesthetic via apoferritin binding. P02791. apoferritin/1-aminoanthracene competitive binding, fluorescence. Potency, µM (top dose mostly 77.5 µM), for inactives: at the top dose activity change, negative = displacement, usual class: inhibitors. hit rate 0.074% among 350,000. AID 485281; also: % is scaled to controls: 0 for no effect and ±100 for the full control effect; nearly all actives have a fitted effect of over 20% in size
#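 Concentration-response curves derived by four-parameter Hill fitting of normalized fluorescence, where compounds displaced 1-AMA from 10 uM horse apoferritin following a brief 10 min room-temperature incubation; propofol titration acted as positive control.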
# Pol iota inh: inhibitors of human DNA polymerase iota | Q9UNA4 | Pol iota fluorescent replication assay, 10 min | Potency, µM (titrated, usually from 115 µM), inactives show at the top dose activity, negative = inhibition, hits mostly inhibitors | hit rate 1% among 390,000
#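 Fluorescent replication assay read twice, at 0 min and 10 min after adding 50 nM (final) substrate. Enzyme (10 nM) and compounds were first incubated 15 min at room temperature; enzyme-free buffer wells were negative controls.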
# BAZ2B block: blocks human BAZ2B. AlphaScreen BAZ2B-H3K14Ac peptide displacement. hit rate 4.4% among 360,000. AID 504333. Potency, µM (series often up to 114 µM), inactives show at the top dose activity change, negative = inhibition, actives largely listed as inhibitors. Q9UIF8; also: % is scaled to controls: 0 for no effect and ±100 for the full control effect; nearly all actives have a fitted effect of over 60% in size
#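 AlphaScreen displacement: compounds (up to 110uM) incubated 30 min at room temperature with a preformed 50 nM BAZ2B/50 nM biotinylated H3K14Ac peptide complex in PBS pH 7.4 with Tween-20. Donor and acceptor beads at 10 ug/mL final added, 20 min light-protected before reading.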
# Pol eta inh: inhibitors of human DNA polymerase eta. Q9Y253. recombinant Pol eta, fluorescent DNA replication assay. Potency, µM (highest dose often 114 µM), for inactives: at the highest dose activity change, negative = inhibition, usual class: inhibitors. hit rate 1.2% among 390,000; also: % is scaled to controls: 0 for no effect and ±100 for the full control effect
# Target sequence (Q9Y253 whole entry, looked up): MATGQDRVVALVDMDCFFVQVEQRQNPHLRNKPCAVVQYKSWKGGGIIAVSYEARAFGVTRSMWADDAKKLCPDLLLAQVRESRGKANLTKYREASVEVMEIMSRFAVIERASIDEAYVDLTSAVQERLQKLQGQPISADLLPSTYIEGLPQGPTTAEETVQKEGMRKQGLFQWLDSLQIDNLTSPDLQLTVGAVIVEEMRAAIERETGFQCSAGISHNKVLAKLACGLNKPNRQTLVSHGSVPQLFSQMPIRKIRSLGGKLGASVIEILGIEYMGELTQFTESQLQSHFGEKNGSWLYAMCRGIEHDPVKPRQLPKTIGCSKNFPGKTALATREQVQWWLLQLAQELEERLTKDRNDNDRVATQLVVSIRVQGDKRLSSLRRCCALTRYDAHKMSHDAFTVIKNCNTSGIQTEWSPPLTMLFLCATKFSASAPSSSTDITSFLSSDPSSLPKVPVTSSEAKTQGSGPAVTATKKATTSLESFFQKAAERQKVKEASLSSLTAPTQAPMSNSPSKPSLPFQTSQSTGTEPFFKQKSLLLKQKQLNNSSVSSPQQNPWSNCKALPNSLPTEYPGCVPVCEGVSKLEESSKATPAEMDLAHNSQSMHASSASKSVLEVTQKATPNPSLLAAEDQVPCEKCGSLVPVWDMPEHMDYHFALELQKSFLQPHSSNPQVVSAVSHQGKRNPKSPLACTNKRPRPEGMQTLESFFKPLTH
#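 Fluorescent replication assay: 50 nM final substrate added after a 15 min room-temperature compound preincubation with 10 nM enzyme. Signal taken at 0 min and again at 10 min.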
# POLK inh: inhibitors of human DNA polymerase kappa | AID 588579 | Potency, µM (titrated, usually from 107 µM), inactives show at the top dose activity, negative = inhibition, actives largely listed as inhibitors | Q9UBT6 | hit rate 0.53% among 400,000 | purified Pol kappa, fluorescent DNA synthesis assay, 10 min; also: % is scaled to controls: 0 for no effect and ±100 for the full control effect
#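 Activity was followed as the change in fluorescence between reads at 0 and 10 min after starting the reaction with 50 nM substrate. Beforehand, 10 nM polymerase had been preincubated with compound for 15 min at room temperature.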
# The depositor's hits bear a star; ? = inconclusive; / = not tested or not shown; & = joins results of further samples; [ ] = another dose, or the depositor's remark. Calls follow the shape of the dose curve; as a rule, active = well fitted curve in the direction sought with a large enough effect; inconclusive = small, poorly fitted or top-dose-only effect, or another doubt; inactive = no such curve, though single readings can be large; an effect the other way counts as inactive or inconclusive. Potency is read from the fitted curve at half-maximal effect.
# Start of the listing, in advance (2 entries):
# Each structure is followed by: G9a inh | APE1 inh | POLB inh | BLM helicase inh | Anesthetic bind | Pol iota inh | BAZ2B block | Pol eta inh | POLK inh
O=C(CSCc1ccc([N+](=O)[O-])cc1)NCCSCc1ccccc1
 : 67.6%[activator][12.7 µM] | -5.0% | 0.9% | -3.9% | ? | -0.7% | -35.5% | -14.8% | -20.8%
C[C@H](CO)N1C[C@H](C)[C@@H](CN(C)C(=O)Nc2ccc3c(c2)OCO3)Oc2ccc(NS(=O)(=O)c3ccc(F)cc3)cc2C1=O
 : / | 13.9% | / | / | / | 1.3% | / | -8.6% | -24.3%

# Main list, previewed entries included:
# Each structure is followed by: G9a inh | APE1 inh | POLB inh | BLM helicase inh | Anesthetic bind | Pol iota inh | BAZ2B block | Pol eta inh | POLK inh
O=C(CSCc1ccc([N+](=O)[O-])cc1)NCCSCc1ccccc1
 : 67.6%[activator][12.7 µM] | -5.0% | 0.9% | -3.9% | ? | -0.7% | -35.5% | -14.8% | -20.8%
C[C@H](CO)N1C[C@H](C)[C@@H](CN(C)C(=O)Nc2ccc3c(c2)OCO3)Oc2ccc(NS(=O)(=O)c3ccc(F)cc3)cc2C1=O
 : / | 13.9% | / | / | / | 1.3% | / | -8.6% | -24.3%
O=C(CCOc1ccccc1)Nc1cccc(S(=O)(=O)Nc2ccccc2Cl)c1
 : -8.2%[59 µM] | ? | -19.5% | -9.1% | 2.4% | 8.9% | -2.7% | -7.4% | -10.6%
CC1(C)NC(=O)N(CC(O)CN(c2ccccc2)S(=O)(=O)c2ccc([N+](=O)[O-])cc2)C1=O (configuration not stated)
 : / | -6.2% | 5.0% | 0.0% | -9.3% | -6.8% | -10.2% | 1.8% | 2.6%
O=C(CN(C(=O)Cn1nnc(-c2cccs2)n1)c1cnc2ccccc2c1)NCC1CCCO1 (configuration not stated)
 : ? | 0.4% | -0.3% | -0.1% | -11.2% | 8.8% | -15.6% | 4.3% | 2.4%
O=C1CCC(=O)N1c1nc2nc(-c3ccccc3)cc(-c3ccccc3)n2n1
 : 4.8%[12.7 µM] | -5.7% | 5.0% | -0.3% | -23.0% | ? | 3.9% | -7.0% | -5.4%
CC(=O)c1ccc(NC(=S)N2CC(C)CC(C)C2)cc1 (configuration not stated)
 : -11.0% | 10.5% | 27.1% | 0.5% | -5.5% | -9.0% | 3.3% | -13.2% | -7.4%
Cc1cc(SCC(=O)Nc2cccnc2Cl)nc2ccccc12
 : 11.6% | ? | 29.8% | -3.9% | -4.5% | 102.5%[activator] | 0.9% | -10.4% | 2.2%
CCc1nnc(NS(=O)(=O)c2ccc(NC(=S)NC(=O)c3ccc(OC)cc3)cc2)s1
 : ? | 5.6% | 5.0% | 5.0% | -14.3% | -10.7% | -10.5% | 5.4% | ?
CCOc1cccc(C(=O)Nc2ccc3oc(-c4ccncc4)nc3c2)c1
 : -3.8%[59 µM] | / | -1.8% | -8.8% | -0.4% | 74.6%[activator] | 2.3% | -12.0% | 7.8%
COCCNc1oc(-c2ccc(C)cc2)nc1C#N
 : 18.4%[12.7 µM] | 1.8% | -11.8% | -1.3% | -6.0% | 15.8% | -31.7% | -9.7% | -16.5%
Cn1c(N2CCOCC2)nc2c1c(=O)n(Cc1ccc(Cl)c(Cl)c1)c(=O)n2C
 : -8.2%[12.7 µM] | 0.4% | -12.2% | -2.8% | 3.4% | 15.2% | -38.7% | ? | -7.0%
CN(C)C(=S)Nc1ccc(Cl)cc1
 : -50.5% | -3.6% | 11.0% | -2.0% | -3.7% | 24.8% | -3.5% | -16.2% | -6.1%
Cc1ccc(Cl)cc1N(C)C(=O)C1CCCN(c2ncnc3onc(-c4ccc(F)cc4)c23)C1 (configuration not stated)
 : -6.6%[59 µM] | / | -12.7% | -2.9% | ? | 2.9% | 3.2%[57.1 µM] | -19.1% | 1.5%
COc1cc(/C=C/C(=O)OC2CC3CCC2(C)C3(C)C)ccc1O (configuration not stated)
 : 20.9%[59 µM] | -3.7% | 1.0% | -13.7% | ? | -11.8% | -39.0% | -15.0% | -6.5%
CCCCCCn1cnc2c(c1=O)c1nc3ccccc3nc1n2/N=C/c1ccco1
 : ? | -4.5% | 44.7µM* | 4.4% | ? | ? | 39.4%[activator] | ? | -17.5%
CCc1ccc(C(O)(CC)C(CN2CCOCC2)c2ccccc2)cc1 (configuration not stated)
 : -13.4% | 1.8% | 0.2% | -5.5% | -13.9% | 108.1%[activator] | -4.2% | -20.2% | -10.8%
O=C(CSc1nc2ccccc2c(=O)n1-c1cccc(C(F)(F)F)c1)NC1CC1
 : 7.9% | 9.4% | 19.9% | -5.2% | -18.1% | 5.2% | -6.9% | 6.4% | -22.3%
COc1ccc(NC(=O)CCc2nnc3n(CC(C)C)c(=O)c4ccccc4n23)cc1
 : 2.2%[59 µM] | / | 23.4% | -5.8% | 7.1% | 11.7% | 3.9% | -7.2% | -12.3%
CCC(=O)NC(Nc1sc2c(c1C(=O)OC)CCN(C)C2)(C(F)(F)F)C(F)(F)F
 : 7.0%[59 µM] | 7.9% | -18.4% | -4.0% | -2.1% | 33.5%[activator] | -6.7% | -13.7% | -2.9%
O=C(Nc1cccc(Cl)c1)Nc1ccon1
 : / | 0.7% | 24.2% | -5.0% | -9.5% | -4.2% | 2.8% | -6.3% | -11.0%
CCNC(=O)C(=O)NCC1OCCCN1S(=O)(=O)c1cccs1 (configuration not stated)
 : -4.8%[59 µM] | -5.8% | 11.8% | 3.7% | -0.1% | 1.8% | 4.0% | -3.6% | -19.0%
CN(C)c1ccc(/C=N/OC(=O)Nc2ccccc2Cl)cc1
 : -29.9% | 19.1% | 0.0% | -0.3% | -10.4% | 155.8%[activator] | -2.9% | -1.8% | -17.1%
FC(F)(F)c1cnc(-c2cnc(-c3ccccn3)nc2)c(Cl)c1
 : 50.1µM* | -1.1% | 0.9% | -0.4% | -5.0% | 84.4%[activator] | ? | -3.4% | -8.1%
Cc1cc(Nc2cc(C)on2)n2ncnc2n1
 : ? | -2.1% | ? | 1.3% | 5.1% | -7.2% | 5.9% | -17.7% | 0.3%
COc1ccc(CCN(C)C(=O)C2CCCN(C3CCN(Cc4ccccc4)CC3)C2)cc1OC (configuration not stated)
 : 31.6µM* | 24.3% | 0.3% | 3.3% | -6.5% | 14.6% | 35.5µM* | -3.0% | -7.9%
Cc1ccc(S(=O)(=O)c2nc(-c3ccccc3)oc2SCC(=O)NC2CCCCC2)cc1
 : -6.2%[59 µM] | / | -1.9% | -3.9% | -7.9% | 0.9% | 1.0% | -9.7% | -3.9%
Fc1ccc(Nc2nnc(C(F)(F)F)s2)cc1
 : / | -4.3% | -1.4% | -7.1% | 2.2% | -3.5%[58.9 µM] | 22.3% | -25.9% | -14.5%
COc1cc(OC)c2ccc(=O)oc2c1C(CCN1CCCC(C)C1)c1ccc2c(c1)OCO2 (configuration not stated)
 : 13.9%[59 µM] | 0.7%&30.8% | -12.6% | -1.4%&-6.0% | -9.5%&-2.3% | -10.8%&41.9% | -9.5% | -8.7% | -5.7%&19.3%
COc1cc(C=O)ccc1OCc1ccccc1Br
 : 50.5% | 0.3% | -4.1% | 2.4% | -21.1% | 16.4% | 50.7%[activator] | -17.5% | -6.3%
O=C(NCCc1ccccc1)C1CCN(c2ncnc3c2nc2n3CCCCC2)CC1
 : 10.8%[59 µM] | / | -0.4% | 1.9% | -8.0% | -2.9% | 5.3% | -14.6% | -4.6%
CCOC(=O)Cc1csc(NC(=O)c2cc(C)cc(C)c2)n1
 : ? | -2.6% | 9.1% | -1.1% | -15.0% | -8.2% | -3.3% | 5.7% | -8.4%
CCOC(=O)c1c(C2CC2)csc1NC(=O)COC(=O)CCS(=O)(=O)c1ccc(C)cc1
 : 16.5%[59 µM] | -7.8% | 20.8% | 2.6% | 11.9% | 272.9%[activator] | -2.5% | -17.5% | 0.1%
COc1ccc(OC)c(N=c2oc3cc(O)ccc3cc2C(N)=O)c1
 : -31.4%[59 µM] | 4.0% | -0.2% | 2.1% | 119.3%[activator] | 2.2% | ? | -2.6% | -15.5%
O=C(CCN1C(=O)/C(=C/C=C/c2ccccc2)SC1=S)Nc1cccnc1
 : -20.1%[59 µM] | -1.1% | 20.0% | ? | -18.2% | ? | ? | 5.01µM* | -4.3%
CN(C1=C(N2CCCCC2)C(=O)c2ccccc2C1=O)c1ccccc1
 : 3.55µM* | 0.0% | 25.6% | -5.8% | ? | ? | 2.82µM* | 3.1% | -22.6%
COc1ccc(S(=O)(=O)c2ccccc2)cc1NC(=O)c1c(F)cccc1F
 : ? | 24.7% | 14.5% | -6.8% | -15.1% | 43.4%[activator] | -3.9% | -20.8% | -3.7%
Cc1ccc(NC(=O)COc2ccccc2C(N)=O)cc1S(=O)(=O)N1CCCCCC1
 : ? | 2.7% | / | / | / | 15.3% | 1.4% | -27.8% | -4.0%
CC1(C)CC(=O)C(C=Nc2cccc(/N=C/C3=C(O)CC(C)(C)CC3=O)n2)=C(O)C1
 : -2.4% | 0.2% | -0.3% | -3.3% | -7.7% | / | -1.0% | / | /
CC(=O)c1cn(CC(=O)Nc2cccc(C)c2C)c2ccccc12
 : 4.4% | 9.3% | -24.5% | -6.5% | -8.0% | 22.2% | -3.7% | -7.2% | -26.6%
CCc1c(C)sc(NC(=O)C2CC(c3c(F)cccc3Cl)=NO2)c1C#N (configuration not stated)
 : 5.6% | 3.8% | 3.6% | -9.4% | -9.5% | 0.1% | -13.6% | -13.7% | -0.5%
COc1cccc(C(C(=O)NC2CCCCC2)N(C(=O)c2cccs2)c2ccc3c(c2)OCO3)c1 (configuration not stated)
 : -2.1% | 5.0% | -6.7% | -2.0% | -6.1% | -9.5% | -5.6% | 6.9% | -10.2%
CC(=O)c1ccc(NC(=O)CSc2nc(-c3ccccc3F)nc3c2c(=O)n(C)c(=O)n3C)cc1
 : 6.9%[59 µM] | / | 15.7% | -4.4% | -4.8% | -6.2% | 3.4% | 0.2% | -9.4%[60.1 µM]
COC(=O)Nc1ccc(S(=O)(=O)Nc2cccc3ccccc23)cc1
 : 14.7%[59 µM] | -8.1% | 0.1% | -2.5% | -9.5% | 1.6% | 4.4% | -16.8% | -10.8%

# Some of the compounds tested, so the mix of outcomes need not match the whole.
